Bioassay records deposited in PubChem BioAssay by several laboratories.
CAL-PDZ inh HTS – blocks peptide binding to the human CAL PDZ domain | purified CAL PDZ, TMR-peptide fluorescence polarization, 1 h | AID 602252 | inhibition, % at 24.9 µM | 300,000 tested, 0.92% active | Q9HD26;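 active = mean inhibition of at least 30% with at least half of replicates also reaching 30%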;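 note: 0% = DMSO neutral control and 100% = excess unlabeled competitor peptide PRC23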
HTR5A ag – activates human HTR5A in OPRM1-OPRD1 agonist counter-screen. 340,000 tested, 0.61% active. activation, % at 9.3 µM. AID 504692. HTR5A agonist assay, luminescence, cell-based; in the data active = activation mostly above about 9.5%, no sharp cut-off; inactive = mostly below about 7.6%;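 note: 0% = cells with vehicle only and 100% = reference agonist; strong numbers were not always called active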
RTF Ca sens inh – cardiac RTF calcium desensitization; P19429+P45379; IANBD-labeled cardiac RTF, Ca2+ fluorescence; inhibition, % at 7.15 µM; 340,000 tested, 0.12% active; AID 493244;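 active = inhibition above the mean inhibition of all tested compounds plus 3 SD, cut at about 17% in these data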;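 note: assay run at fixed EC70 calcium of 1.6 mM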
V-ATPase pHluor – alters yeast V-ATPase proton transport; S. cerevisiae, pHLuorin cytosolic pH fluorescence; response, % at 10 µM; 350,000 tested, 0.37% active; in the data active = response mostly above about 7.3%, no sharp cut-off; inactive = mostly below about 5.4%; note: actives read high; inactives centre near 0; some compounds called inactive have numbers as strong as hits; reference of the scale not given here
Keap1-Nrf2 PPI – disrupts human Keap1 binding to Nrf2 peptide; Q14145; AID 504523; Keap1 Kelch-Nrf2 peptide fluorescence polarization, 1536-well; inhibition, % at 9.4 µM; 340,000 tested, 0.15% active; in the data active = inhibition above about 12%;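 note: human Keap1 Kelch domain with fluorescein labeled Nrf2 9mer peptide probe; 0% = neutral control wells and 100% = peptide positive control; higher means more block of Keap1 binding to Nrf2 peptide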
MOR-DOR ag – agonists of human mu-delta opioid receptor heterodimerization; P35372+P41143; cells, OPRM1-OPRD1 heterodimerization, luminescence; activation, % at 9.3 µM; 340,000 tested, 0.3% active; in the data active = activation above about 18%;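 note: 0% = vehicle-treated cells and 100% = reference agonist; values of inactives mirror those of a sister screen read the other way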
Target sequence (P35372 whole entry, looked up): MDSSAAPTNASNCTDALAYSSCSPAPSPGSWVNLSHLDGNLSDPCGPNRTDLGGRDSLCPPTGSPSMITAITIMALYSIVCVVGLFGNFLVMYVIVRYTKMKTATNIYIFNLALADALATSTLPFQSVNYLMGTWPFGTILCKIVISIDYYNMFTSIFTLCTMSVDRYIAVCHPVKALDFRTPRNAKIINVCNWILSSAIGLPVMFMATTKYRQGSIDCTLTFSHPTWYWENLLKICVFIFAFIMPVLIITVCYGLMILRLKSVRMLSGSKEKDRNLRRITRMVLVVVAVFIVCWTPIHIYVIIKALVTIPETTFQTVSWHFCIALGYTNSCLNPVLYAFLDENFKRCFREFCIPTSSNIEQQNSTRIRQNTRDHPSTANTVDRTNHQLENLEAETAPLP
Target sequence (P41143 whole entry, looked up): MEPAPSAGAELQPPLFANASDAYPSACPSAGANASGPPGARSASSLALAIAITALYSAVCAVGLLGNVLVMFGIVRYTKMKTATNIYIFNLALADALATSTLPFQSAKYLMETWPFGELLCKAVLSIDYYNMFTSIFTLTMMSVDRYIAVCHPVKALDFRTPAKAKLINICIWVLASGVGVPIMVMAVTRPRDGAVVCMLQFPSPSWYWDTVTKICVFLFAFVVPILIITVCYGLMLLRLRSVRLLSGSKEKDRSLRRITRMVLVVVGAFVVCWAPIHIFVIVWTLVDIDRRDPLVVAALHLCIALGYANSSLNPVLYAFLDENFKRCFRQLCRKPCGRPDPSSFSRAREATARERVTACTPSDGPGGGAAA
HTR5A inv ctr – counter-screen for OPRM1-OPRD1 inverse agonists: human HTR5A inverse agonism; HTR5A cell line, luminescence; P47898; 340,000 tested, 0.083% active; inhibition, % at 9.3 µM; AID 504634; in the data active = inhibition mostly above about 23%, no sharp cut-off; inactive = mostly below about 18%;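 note: 0% = cells with DMSO and 100% = no-cell wells with DMSO; some compounds called inactive have numbers as strong as hits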
RTF Ca sens act – increases calcium sensitivity of human cardiac regulated thin filaments | IANBD-labeled TnC RTF fluorescence at EC20 calcium; 0% EC20 calcium, 100% full calcium | activation, % at 7.2 µM | P19429+P45379 | 340,000 tested, 0.24% active | AID 493008;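 active = activation above the mean over all tested compounds plus 3 SD, cut at about 30% in these data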;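 note: rise in fluorescence read as greater calcium sensitivity of cardiac thin filaments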
LANA DNA inh – inhibitors of KSHV LANA C-terminal domain DNA binding; MBP-C-LANA/FAM-LBS DNA binding, fluorescence polarization; inhibition, % at 9 µM; 340,000 tested, 0.078% active; AID 504423;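 active = highest replicate inhibition at or above 60% at 9 µM, even if other replicates fall short; inactive = all replicates below 60% inhibition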;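 note: 0% = neutral control wells and 100% = 4 µM acridine orange control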
OPRM1-OPRD1 inv – inverse agonist of human OPRM1-OPRD1 heterodimerization | inhibition, % at 9.3 µM | 340,000 tested, 0.21% active | cell-based MOR-DOR heterodimer luminescence, inverse agonism | P35372+P41143 | AID 504357; in the data active = inhibition above about 22%, passing the limit was not always enough;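 note: 0% = cells with DMSO and 100% = wells without cells with DMSO; values of inactives mirror those of a sister screen read the other way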
* hit, by the source's call; . = not tested or not shown. No enrichment for hits, and some 2.8% of all compounds hit somewhere here.

SMILES	CAL-PDZ inh HTS	HTR5A ag	RTF Ca sens inh	V-ATPase pHluor	Keap1-Nrf2 PPI	MOR-DOR ag	HTR5A inv ctr	RTF Ca sens act	LANA DNA inh	OPRM1-OPRD1 inv
S=C(NCc1ccco1)Nc1ccc(N2CCOCC2)cc1	-3	2	-5	-1	1	-3.6	-29	0	0.3	16
Cc1ccc(C(C(=O)NC(C)(C)C)N(Cc2ccccc2)C(=O)c2snc(C(N)=O)c2N)o1 (configuration not stated)	-3	-4	-3	2	-7	-2.4	7	-3	-1.2	15
S=C(Nc1ccc(Cl)cc1)Nc1cccc2cnccc12	-5	0	-12	-2	-6	11	-4	6	0.8	-78
CC(OC(=O)c1ccccc1)C(=O)NCc1ccco1 (configuration not stated)	-2	-1	0	0	0	-1.0	1	-4	0.2	4
Fc1ccc(-c2nc3c(-c4ccc(Cl)cc4)cnn3cc2CCN2CCOCC2)cc1	-6	3	-5	2	4	-1.3	3	-4	1.8	6
NC(=O)C1CCN(CC(=O)N2N=CCC2c2ccccc2)CC1 (configuration not stated)	-1	-4	-14	2	-3	-1.8	10	0	0.6	12
COc1ccc(CNC(=S)NNC(=O)c2cc3ccccc3o2)cc1	.	-4	-26	-4	-1	0.0	11	-9	0.0	0
Cc1cc(N)n(-c2nc(-c3cccnc3)nc3ccccc23)n1	0	-2	3	-3	3	-2.5	6	-3	-1.4	12
CCc1cc2cc(C)ccc2nc1SCC(=O)Nc1cc(C)on1	-2	8	9	1	-3	-0.7	12	0	-0.6	4
Nc1ccc2nc(C3CCCCC3)[nH]c2c1	-2	4	-9	-1	-6	-2.0	1	-1	1.7	13
Cc1[nH]c(C)c(S(=O)(=O)N(Cc2ccccc2)C(C)C)c1C(=O)N1CCCC1	-4	-3	0	-4	2	-3.8	10	3	-0.4	21
C/C=C(/C)C(=O)Nc1cccc(C2=NOC3(C2)C[C@@H](C(N)=O)N(C(=O)C2(C)CC2)C3)c1 (some centres not stated)	-2	-1	-13	3	-4	-2.3	2	-3	-0.5	13
O=C(O)COc1ccccc1/C=N/NC(=O)CN1CCN(Cc2ccccc2Cl)CC1	-1	-2	1	0	1	-1.8	5	-6	0.7	10
O=C(CN1C(=O)C2C3C=CC(C3)C2C1=O)Nc1cccc2c1CCCC2 (configuration not stated)	-1	1	1	1	-5	-2.9	2	-4	-0.8	13
COc1ccc(CN2CCN(Cc3ccc(OC)c(OC)c3OC)CC2)cc1	-3	1	-9	0	1	-2.5	-3	1	79*	12
CCOc1ccc(S(=O)(=O)Nc2ccccc2C(=O)N/N=C/c2c(OC)ccc3ccccc23)cc1	-3	4	5	-1	-1	-1.6	-16	-2	1.3	9
Nc1cc2c(cc1N)-c1ccccc1C2	-5	2	0	-4	-2	0.4	-8	-1	0.5	-2
Cc1cccc(N2CC(C(=O)OCC(=O)Nc3sccc3C(N)=O)CC2=O)c1C (configuration not stated)	1	-3	-15	0	-2	-0.2	13	16	-0.5	1
COc1ccc(CNC(=O)c2c(O)c3cccc4c3n(c2=O)CCC4)cc1OC	-7	0	-11	0	-8	-2.6	0	6	-1.7	13
CCOC(=O)c1c(NC(=O)CSc2nc3ccccc3c(=O)n2-c2ccc(F)cc2)sc(C(C)=O)c1C	-3	2	8	1	-5	-2.4	-6	-4	-0.4	12
CN1Cc2c(N3CCOCC3)nc3sc(C(=O)c4ccccc4)c(N)c3c2CC1(C)C	-2	4	-1	1	-3	0.2	-14	-4	-1.6	-1
CCc1noc(C)c1C(=O)Nc1ccc(C#N)cc1	-3	-4	8	-3	-2	-3.1	11	-3	0.9	16
Cc1ccc(CNC(=O)CNC(=S)N(Cc2ccccc2)Cc2cccnc2)cc1	22	4	12	-2	-1	0.3	-10	1	-0.8	-2
COc1ccc(Cl)cc1NC(=O)COC(=O)CNC(=O)c1ccc([N+](=O)[O-])c(C)c1	-4	-2	-6	-1	1	-0.1	8	6	4.2	0
C=CCN1C(=O)c2ccc(C(=O)N3CCN(c4ccccc4OC)CC3)cc2C1=O	-5	-8	-1	0	-2	-0.9	-1	0	0.2	5
C=Cn1c(N2CCOCC2)nc2c1c(=O)[nH]c(=O)n2C	-2	0	-8	14	3	-0.8	-32	4	-1.1	4
CNC(C)C#Cc1ccc2sc3cccc(OC)c3c(=O)c2c1 (configuration not stated)	-24	-3	-2	-1	-4	-1.7	-29	-2	-1.6	9
COCCCNC(=O)CCc1c(C)nc2c(-c3ccc(F)cc3)c(C)nn2c1C	-3	8	3	2	1	-3.5	-24	2	-1.5	18
O=C(O)c1ccccc1NC(c1ccccc1)c1ccc(Cl)cc1 (configuration not stated)	-2	-1	-5	-2	0	-2.6	3	0	2.8	13
CCOCCCNS(=O)(=O)c1ccc(NC(=O)C2CC(=O)N(c3ccc(C)cc3)C2)cc1 (configuration not stated)	5	1	-8	1	0	-0.4	14	-1	1.1	2
CC(=O)c1cccc(S(=O)(=O)N(Cc2cc3cc4c(cc3[nH]c2=O)OCCO4)CC2CCCO2)c1 (configuration not stated)	-1	2	-25	2	-2	1.7	-5	5	0.4	-11
CCOC(=O)CC(NC(=O)CCc1c(C)nc2nc(C)nn2c1C)c1ccc(OC(C)C)cc1 (configuration not stated)	-1	2	-4	-3	1	1.4	-4	2	0.1	-10
Cc1ccc(NC(=O)C(C)NC(=O)OCc2ccccc2)cc1C (configuration not stated)	0	4	-8	-1	-4	0.5	-13	-2	0.0	-3
CC(=O)Nc1ccc(C(=O)n2nc(C)cc2C)cc1	-4	7	-16	-2	-5	-1.2	-57	12	-0.7	7
CC1CCN(C(=O)CSc2n[nH]c(-c3cccs3)n2)CC1	-2	-2	-9	-2	-4	0.5	20	1	0.2	-3
O=C1C(=C(I)I)c2ccccc2-c2ccccc21	-3	9	2	14	-7	41*	-35	0	0.2	-202
COc1cccc(-c2cc(C(=O)NCCCn3ccnc3)c3ccccc3n2)c1	-3	-1	-7	-3	-7	-2.2	4	-1	-0.8	12
CCN1CCCc2cc(CN(CCN3CCOCC3)C(=S)Nc3ccc(OC)c(OC)c3)ccc21	-2	-4	-12	2	-5	0.2	2	-2	0.6	-1
O=C(NCCc1ccc(F)cc1)c1n[nH]c2ccccc12	-6	0	0	1	2	-1.2	-1	6	0.4	7
COC(=O)c1ccc(N)cc1O	0	-3	-6	-2	-2	-1.4	0	6	0.2	7
Cc1cccc(C)c1OCC(=O)N/N=C/c1cccnc1	7	3	-9	-2	-8	-0.6	-9	-2	1.2	4
CSCCC(NS(=O)(=O)c1ccc(C)cc1C)C(=O)Nc1cccnc1 (configuration not stated)	.	-4	1	-3	-2	-1.8	16	0	-2.8	10
Cc1ccc(S(=O)(=O)N(CC2CO2)c2ccccc2[N+](=O)[O-])cc1 (configuration not stated)	4	-3	1	-2	-2	-2.2	7	6	0.4	11
Cc1ccc2c(c1)COc1c3ccc(C(=O)NCCO)cc3nn1-2	-5	7	1	-1	0	-2.6	2	1	0.1	15
N/C(Cc1ccc([N+](=O)[O-])cc1)=N\OC(=O)c1ccc2ccccc2c1	-3	5	-13	-1	2	9.9	-29	3	1.5	-58
Cc1ccccc1-c1cnn(-c2cccc([N+](=O)[O-])c2)c1N	-3	-3	-3	2	-3	0.2	-6	-1	5.5	-1
CSc1ccc(Cl)c(C(=O)NCC(C)C)c1	-2	-6	9	-1	0	-3.3	7	3	-2.3	19
CCOC(=O)c1cc(CC)sc1NC(=O)CCC(=O)O	-5	2	-4	-2	1	-3.4	-5	-4	0.0	14
COC(=O)c1cccnc1Oc1ccccc1	9	3	-2	3	-3	-2.0	11	-4	-0.4	10
CCOC(=O)CNc1cccc(C(F)(F)F)c1	.	-3	-1	1	-1	1.9	0	5	0.2	-9
C=CCn1c(N2CCCC2)nc2c1c(=O)[nH]c(=O)n2C	-4	-4	-9	-1	-2	-1.7	10	0	-0.5	10
CNC(=S)N(Cc1ccc(OC)cc1)Cc1cc2cccc(C)c2[nH]c1=O	1	2	0	-1	2	-2.6	-26	0	0.8	13
Cc1ccc(NC(=S)N/N=C/c2cccn2Cc2ccccc2F)cc1	-1	0	-3	9	1	12	-14	1	-0.1	-62
Cc1ccc(NC(=S)Nc2ccc(C(C)C)cc2)cc1S(=O)(=O)N1CCCCCC1	-2	1	-16	-2	-4	2.1	-1	-5	5.4	-12
COc1cccc(C2c3[nH]c4ccccc4c3C[C@H]3C(=O)N(CCCO)CC(=O)N23)c1OC (some centres not stated)	-3	-5	-3	-3	1	-3.6	19	-4	2.8	18

Single records (already shown):
Cc1cccc(N2CC(C(=O)OCC(=O)Nc3sccc3C(N)=O)CC2=O)c1C (configuration not stated) in the list: CAL-PDZ inh HTS: 1; HTR5A ag: -3; RTF Ca sens inh: -15; V-ATPase pHluor: 0; Keap1-Nrf2 PPI: -2; MOR-DOR ag: -0.2; HTR5A inv ctr: 13; RTF Ca sens act: 16; LANA DNA inh: -0.5; OPRM1-OPRD1 inv: 1
CCN1CCCc2cc(CN(CCN3CCOCC3)C(=S)Nc3ccc(OC)c(OC)c3)ccc21 in the list: CAL-PDZ inh HTS: -2; HTR5A ag: -4; RTF Ca sens inh: -12; V-ATPase pHluor: 2; Keap1-Nrf2 PPI: -5; MOR-DOR ag: 0.2; HTR5A inv ctr: 2; RTF Ca sens act: -2; LANA DNA inh: 0.6; OPRM1-OPRD1 inv: -1
CCOCCCNS(=O)(=O)c1ccc(NC(=O)C2CC(=O)N(c3ccc(C)cc3)C2)cc1 (configuration not stated) in the list: CAL-PDZ inh HTS: 5; HTR5A ag: 1; RTF Ca sens inh: -8; V-ATPase pHluor: 1; Keap1-Nrf2 PPI: 0; MOR-DOR ag: -0.4; HTR5A inv ctr: 14; RTF Ca sens act: -1; LANA DNA inh: 1.1; OPRM1-OPRD1 inv: 2

Fetched by compound from above, six records:
SMILES	CAL-PDZ inh HTS	HTR5A ag	RTF Ca sens inh	V-ATPase pHluor	Keap1-Nrf2 PPI	MOR-DOR ag	HTR5A inv ctr	RTF Ca sens act	LANA DNA inh	OPRM1-OPRD1 inv
O=C(NCCc1ccc(F)cc1)c1n[nH]c2ccccc12	-6	0	0	1	2	-1.2	-1	6	0.4	7
CSc1ccc(Cl)c(C(=O)NCC(C)C)c1	-2	-6	9	-1	0	-3.3	7	3	-2.3	19
S=C(NCc1ccco1)Nc1ccc(N2CCOCC2)cc1	-3	2	-5	-1	1	-3.6	-29	0	0.3	16
NC(=O)C1CCN(CC(=O)N2N=CCC2c2ccccc2)CC1 (configuration not stated)	-1	-4	-14	2	-3	-1.8	10	0	0.6	12
O=C1C(=C(I)I)c2ccccc2-c2ccccc21	-3	9	2	14	-7	41*	-35	0	0.2	-202
Cc1ccc(NC(=S)N/N=C/c2cccn2Cc2ccccc2F)cc1	-1	0	-3	9	1	12	-14	1	-0.1	-62
